PABP1 MLLE inh: blocks PAM2 peptide binding to the PABP1 MLLE domain | GST-MLLE / FITC-PAM2 fluorescence polarization | inhibition, % at 20 µM | 360,000 tested, 0.36% active | P11940; in the data active means inhibition above about 35%, passing the limit was not always enough;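 further: plate controls were DMSO wells with GST-MLLE for no effect and wells lacking GST-MLLE protein for full effect; some results filed as inactive read as strong as hits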
Neddylation inh: inhibitors of human cullin neddylation | TR-FRET cullin neddylation, biochemical | P61081+Q13564 | AID 651699 | 360,000 tested, 0.58% active | calls only at 25 µM; in the data active means inhibition above about 36%
Target sequence (P61081 whole entry, looked up): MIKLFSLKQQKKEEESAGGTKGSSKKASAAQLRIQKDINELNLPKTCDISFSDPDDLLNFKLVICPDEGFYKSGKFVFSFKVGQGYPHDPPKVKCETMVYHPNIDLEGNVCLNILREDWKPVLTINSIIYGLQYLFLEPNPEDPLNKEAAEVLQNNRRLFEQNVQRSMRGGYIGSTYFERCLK
Target sequence (Q13564 whole entry, looked up): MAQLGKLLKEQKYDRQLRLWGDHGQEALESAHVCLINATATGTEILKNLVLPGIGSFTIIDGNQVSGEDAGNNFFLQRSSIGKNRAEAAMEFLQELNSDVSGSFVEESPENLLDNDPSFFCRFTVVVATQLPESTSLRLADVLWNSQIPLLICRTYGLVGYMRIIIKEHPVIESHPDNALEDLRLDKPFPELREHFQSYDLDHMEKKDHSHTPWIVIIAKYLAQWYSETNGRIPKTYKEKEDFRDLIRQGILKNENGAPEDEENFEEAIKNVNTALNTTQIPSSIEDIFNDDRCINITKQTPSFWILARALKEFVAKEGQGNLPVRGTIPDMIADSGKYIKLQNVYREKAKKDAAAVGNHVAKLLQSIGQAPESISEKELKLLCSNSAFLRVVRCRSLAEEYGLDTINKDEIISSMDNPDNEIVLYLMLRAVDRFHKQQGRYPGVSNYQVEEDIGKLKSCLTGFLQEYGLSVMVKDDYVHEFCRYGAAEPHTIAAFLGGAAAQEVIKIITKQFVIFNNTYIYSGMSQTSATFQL
MT1-MMP act inh: inhibitors of human MT1-MMP activation | HT1080 RFP-PRO-GFP cells, GFP/RFP ratio fluorescence, overnight; percent of plate control window, DMSO zero | 360,000 tested, 0.061% active | GFP/RFP ratio change, % at 20 µM;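 active means GFP/RFP ratio change of at least 30% with cell ATP level not reduced by more than half and red fluorescence within 50% of control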; further: strong numbers were not always called active
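Compound: 20 µM single dose, 1% DMSO / System: HT1080 RFP-PRO-GFP cells / Controls: DMSO and RFP-L50D-GFP cell wells / Read-out basis: GFP/RFP fluorescence ratio / Schedule: overnight compound exposure at 37 °C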
CSN inh: inhibitors of human CSN-mediated cullin deneddylation; Purified CSN, SCF-Nedd8-OG deneddylation, fluorescence polarization; inhibition, % at 12.5 µM; 360,000 tested, 0.38% active; AID 651999; Q92905;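 active means pattern-corrected inhibition above about 35%, with an unprinted fluorescence ratio check between 0.5 and 1.5, limit read from the data, passing the limit was not always enough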;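 further: 0% = enzyme with substrate and 100% = substrate without enzyme; some results filed as inactive read as strong as hits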
Target sequence (Q92905 whole entry, looked up, one chain of several): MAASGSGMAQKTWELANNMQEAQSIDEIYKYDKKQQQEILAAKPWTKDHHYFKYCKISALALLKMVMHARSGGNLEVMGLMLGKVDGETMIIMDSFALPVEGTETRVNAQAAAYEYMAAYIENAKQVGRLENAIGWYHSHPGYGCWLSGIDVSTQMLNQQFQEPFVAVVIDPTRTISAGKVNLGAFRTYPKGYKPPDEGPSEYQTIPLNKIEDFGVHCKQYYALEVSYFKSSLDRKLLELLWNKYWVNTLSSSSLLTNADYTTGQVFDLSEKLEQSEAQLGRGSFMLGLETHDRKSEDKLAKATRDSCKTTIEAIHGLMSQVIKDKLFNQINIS
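Schedule: reaction 90 min, room temperature / Assay system: HEK293T-derived human Csn5 enzyme / Input: Csn5 at 0.24 nM final / Measure: inhibition of Csn5 cleavage, % / Control set: substrate-only high control, full reaction low control / Technique: fluorescence polarization of the substrate / Buffer or medium: Tris/NaCl/DTT buffer, pH 7.5 / Reagent: SCFSkp2-Nedd8OG substrate at 10 nM final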
SKN-1 block: blocks SKN-1 activity in C. elegans | C. elegans VP596 Pgst-4::GFP/RFP ratio, acrylamide-induced, 24 h | inhibition, % at 21.8 µM | 360,000 tested, 0.49% active;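 active means interference check ratio from 0.5 to 1.5 plus GFP to RFP signal ratio inhibition reaching or exceeding a fixed threshold, cut at about 30% in these data, passing the limit was not always enough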; further: some compounds called inactive have numbers as strong as hits
Rin1 Abl inh: human Rin1-Abl interaction inhibition | P00519+Q13671 | inhibition, % at 7.35 µM | 360,000 tested, 0.4% active | TR-FRET Rin1/Abl binding, biochemical | AID 588664; in the data active means inhibition above about 5%, passing the limit was not always enough
FAS-TE inh: blocks the thioesterase domain of human fatty acid synthase; P49327; recombinant FAS-TE, OMFH fluorogenic substrate, fluorescence endpoint; inhibition, % at 15 µM; 360,000 tested, 0.67% active;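 active means compounds whose normalised, plate-corrected inhibition of enzyme fluorescence in the single-dose primary screen is 50% or more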;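 further: 0% = DMSO with enzyme and 100% = substrate without enzyme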
Rpn11 inh: Rpn11 (human) deubiquitinase inhibition; O00487; human 26S proteasome, Ub4-pepOG fluorescence polarization; 20S core pre-blocked with epoxomicin; calls only at 20 µM; 360,000 tested, 0.59% active; AID 588493;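 active means inhibition at 20 µM, scaled to each plate's controls, above about 33%, limit read from the data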
NadD inh: inhibitors of Staphylococcus aureus NadD | purified NadD enzyme, colorimetric absorbance read-out | inhibition, % at 20 µM | 360,000 tested, 0.78% active; in the data active means inhibition above about 26%; further: some compounds past the cut are filed as inactive
The depositor's hits bear a star; i = inactive; . = not tested or not shown.

cpd	mol	PABP1 MLLE inh	MT1-MMP act inh	Neddylation inh	Rin1 Abl inh	FAS-TE inh	SKN-1 block	CSN inh	NadD inh	Rpn11 inh
1	Cc1cccc(N2CC(C(=O)NCC3COc4ccccc4O3)CC2=O)c1C (stereo not drawn)	-46.2	-0.3	i	0.7	-3.2	13.8	-1.0	2.7	i
2	CC(C)CN1CCCC(N2CCN(c3cccc(Cl)c3)CC2)C1 (stereo not drawn)	-14.2	1.0	i	-3.1	-4.1	-1.2	2.7	-8.6	i
3	O=C(NCC(=O)N(c1cccnc1)C(C(=O)NC1CCCC1)c1ccco1)c1cccs1 (stereo not drawn)	-4.8	3.5	i	-2.2	-4.1	-11.7	-6.7	-6.8	i
4	COc1ccc(CCNC(=O)c2ccc(=O)[nH]c2)cc1	-3.8	0.9	i	2.1	-6.3	9.9	-4.8	-7.6	i
5	CCOC(=O)c1ccc(S(=O)(=O)N2CC(=O)Nc3ccccc32)cc1	16.9	-6.5	i	1.1	-3.1	5.4	2.3	-11.2	i
6	COc1ccccc1NC(=S)NC(=O)C(C)(C)C	25.9	3.6	i	6.1	0.2	-3.4	-4.8	-2.7	i
7	CC(C)(C)C1CCc2c(sc(NC(=O)c3ccncc3)c2C(N)=O)C1 (stereo not drawn)	-1.0	0.3	i	-1.5	10.0	-0.4	-9.3	-6.1	i
8	Cc1cc(C)cc(NC(=O)CSc2nnc(NC(=O)C3CC3)s2)c1	-14.1	2.2	i	3.2	-1.1	10.3	-0.5	-12.7	i
9	Cc1oc(S(=O)(=O)N2CCCCC2)cc1NC(=O)Nc1ccc(Cl)cc1	15.9	8.4	i	-0.7	2.6	-0.5	0.0	-3.5	i
10	COc1cccc(-c2oc3c(c2C#CCCO)C(O)CCC3)c1 (stereo not drawn)	.	3.3	i	.	-4.1	15.2	-1.8	0.3	.
11	COc1ccc([C@@H]2C[C@H]3[C@@H](CN2S(=O)(=O)c2ccccc2)C(=O)C[C@@H](c2cccc(Cl)c2)N3S(=O)(=O)c2ccc(C)cc2)cc1	9.6	1.5	i	0.8	32.0	7.4	-2.9	17.4	i
12	O=S(=O)(NCc1cn2ccsc2n1)c1ccc(Oc2ccccc2)cc1	5.4	-8.8	i	-2.3	6.0	3.3	-4.4	3.0	i
13	O=C(Nc1cccc(C(F)(F)F)c1)C1Cc2c(-c3ccccc3)ccnc2O1 (stereo not drawn)	13.1	7.5	i	2.2	23.4	27.9	1.0	-1.6	i
14	COc1cc(/C=N/Nc2ccccc2)ccc1O	4.0	-0.8	i	1.1	-1.0	0.7	-2.4	6.1	i
15	Cc1onc(-c2c(Cl)cccc2Cl)c1C(=O)N1CCCc2ccccc21	-5.3	2.8	i	-1.1	12.0	5.0	6.0	2.3	i
16	S=c1[nH]nc(COc2ccc(Cl)cc2)n1-c1ccccc1	-17.5	-4.6	i	2.2	-1.4	5.5	-0.1	-2.7	i
17	CCC(C)(C)NCC(=O)Nc1ccc(OC(F)(F)F)cc1	0.3	6.7	i	2.0	-7.1	-10.0	2.4	0.0	i
18	CCOC(=O)C(Cc1ccc(Cl)cc1Cl)c1ccno1 (stereo not drawn)	10.2	-2.8	i	2.4	12.2	2.9	11.4	-2.3	i
19	O=C(c1cccc(F)c1)N1CCN(c2cc(N3CCCCC3)c(F)cc2[N+](=O)[O-])CC1	7.4	5.6	i	1.7	8.9	1.5	1.1	-4.8	i
20	Cc1ccc(C2c3c(oc4ccccc4c3=O)C(=O)N2c2nncs2)cc1 (stereo not drawn)	-4.5	-2.0	i	-14.4	6.4	-12.4	4.4	-6.6	i
21	CN(C(=O)c1ccc(NC(=O)Cc2ccc(NC(=O)C3CCCN(C(=O)C4CCCC4)C3)cc2)cc1)C1CCCC1 (stereo not drawn)	7.7	6.2	i	0.0	-6.1	0.8	-3.0	7.4	i
22	CCSC1=NCCN1C(=O)Cc1ccc(-c2ccccc2)cc1	-31.4	4.5	i	-5.0	10.2	5.8	-10.4	0.6	i
23	CCc1ccc(/C=C2\SC(N3CCOCC3)=NC2=O)cc1	13.0	-0.5	i	-2.1	-8.1	-0.7	5.3	2.1	i
24	COC(=O)C(C)(C)ONC(=O)Nc1ccc(C)cc1	-5.2	3.0	i	0.3	-10.7	-0.8	-4.8	-4.9	i
25	Cc1nnn(C23CC4CC(CC(CC(=O)Nc5ccc(C)c(Cl)c5)(C4)C2)C3)n1	2.2	-13.2	i	0.4	25.9	13.2	3.5	-10.0	i
26	Cc1cc(C)c2c(=O)[nH]n(C(C)C)c2n1	-9.6	-2.0	i	-5.3	0.2	-4.8	5.7	-0.6	i
27	Cc1noc(C)c1NC(=O)N(C)C[C@H]1Oc2c(NC(=O)Nc3ccc(C(F)(F)F)cc3)cccc2C(=O)N([C@H](C)CO)C[C@@H]1C	9.1	-0.2	i	2.9	23.2	-0.5	2.6	-6.0	i
28	CC(NC(=O)Cn1cc(Br)c([N+](=O)[O-])n1)c1ccccc1 (stereo not drawn)	8.1	2.4	i	-5.0	10.8	-5.0	1.8	-2.1	i
29	NC(=O)COC(=O)c1cccnc1Nc1ccccc1F	-3.1	2.8	i	1.3	-2.3	-5.1	5.5	-0.2	i
30	Cc1cccc(C)c1NC(=O)CNC(=O)CNC(=O)c1ccc2c(c1)OCO2	-13.8	3.4	i	-0.3	-7.5	-9.0	2.8	-0.8	i
31	N#Cc1c(NC(=O)c2ccc(Cn3cc(Br)cn3)o2)sc2c1CCCCC2	7.9	-3.3	i	-2.5	25.1	18.9	6.1	-9.3	i
32	CCOc1ccc(CN2CCNC(=O)C2CC(=O)O)cc1 (stereo not drawn)	-8.0	-1.2	i	6.5	-5.2	-0.3	-13.9	-1.5	i
33	COc1ccc(N(C)C(=O)C2CCN(S(=O)(=O)c3cccc4nonc34)CC2)cc1	5.2	-9.2	i	1.0	6.5	-19.0	1.8	-4.5	i
34	NC(=O)c1ccccc1OCC(=O)Nc1cccnc1Cl	-6.2	0.6	i	2.7	-12.8	-5.9	-1.9	-6.2	i
35	Cc1sc2ncn(CC(=O)N3CCN(c4ccccn4)CC3)c(=O)c2c1S(=O)(=O)N1CCC(C)CC1	4.4	-1.2	i	2.8	13.4	2.8	3.8	0.5	i
36	O=C(NCc1ccccc1Cl)[C@H]1CCCN1C(=O)[C@H]1CCCN1C(=O)c1ccc(Cl)cc1	.	6.2	i	.	-4.5	10.4	3.6	-4.7	.
37	COc1cccc(-c2nc(NCC3CCCO3)c3ccccc3n2)c1O (stereo not drawn)	-4.4	8.5	i	2.5	9.2	6.7	-1.2	-0.2	i
38	COc1ccccc1NC(=O)CSc1nnc2ccc(-c3cccnc3)nn12	-0.8	-3.4	i	-6.4	-8.1	-5.4	-2.4	-3.4	i
39	O=C(NNC(=O)c1ccccc1Cl)c1ccncc1	-4.1	-4.7	i	-2.6	-11.8	-2.3	3.2	-0.2	i
40	O=C1COc2ccccc2C(c2nc3ccccc3[nH]2)N1C1CC1 (stereo not drawn)	.	4.1	i	.	-10.0	1.1	2.1	-1.7	.

Quoted at random: five entries already listed
cpd	mol	PABP1 MLLE inh	MT1-MMP act inh	Neddylation inh	Rin1 Abl inh	FAS-TE inh	SKN-1 block	CSN inh	NadD inh	Rpn11 inh
39	O=C(NNC(=O)c1ccccc1Cl)c1ccncc1	-4.1	-4.7	i	-2.6	-11.8	-2.3	3.2	-0.2	i
34	NC(=O)c1ccccc1OCC(=O)Nc1cccnc1Cl	-6.2	0.6	i	2.7	-12.8	-5.9	-1.9	-6.2	i
36	O=C(NCc1ccccc1Cl)[C@H]1CCCN1C(=O)[C@H]1CCCN1C(=O)c1ccc(Cl)cc1	.	6.2	i	.	-4.5	10.4	3.6	-4.7	.
33	COc1ccc(N(C)C(=O)C2CCN(S(=O)(=O)c3cccc4nonc34)CC2)cc1	5.2	-9.2	i	1.0	6.5	-19.0	1.8	-4.5	i
37	COc1cccc(-c2nc(NCC3CCCO3)c3ccccc3n2)c1O (stereo not drawn)	-4.4	8.5	i	2.5	9.2	6.7	-1.2	-0.2	i

(more compounds)
cpd	mol	PABP1 MLLE inh	MT1-MMP act inh	Neddylation inh	Rin1 Abl inh	FAS-TE inh	SKN-1 block	CSN inh	NadD inh	Rpn11 inh
41	CCOC(=O)C1=C(C)NC(C)=C(C(=O)OCC)C1C1=COCCO1	0.1	-6.7	i	-2.3	-5.2	11.6	4.0	0.6	i
42	CN1CCN(C(=O)c2cccc(S(=O)(=O)N3CCCCC3)c2)CC1	12.3	0.3	i	2.0	-5.8	-2.8	7.8	3.7	i
43	CCS(=O)(=O)N1CCC(C(=O)NCCN2CCOCC2)CC1	-3.2	4.0	i	0.5	-8.7	9.5	-0.5	-3.1	i
44	COc1cccc(OC)c1C(=O)N[C@@H]1C(=O)N2[C@@H]1SC(C)(C)[C@@H]2C(=O)O	17.5	1.3	i	1.8	-6.0	-11.4	-3.6	2.8	i
45	Cc1ccc(NC(=O)CCCC(=O)O)c(-c2nc3ccccc3[nH]c2=O)c1	-5.0	0.5	i	-1.7	-7.2	-2.8	-2.8	-3.6	i
46	CCn1nnc(NC(=O)c2cccnc2)n1	24.8	5.4	i	-3.5	-9.3	11.6	-0.4	-3.7	i
47	CCCC[C@@H]1CNCCN1CCCc1cc(OC)c(OC)c(OC)c1	-3.4	-2.2	i	-0.7	-8.3	12.3	-3.6	-4.4	i
48	COc1ccc(NC(=O)c2ccc(-c3c(C)noc3C)c3ccoc23)cc1	-6.6	7.3	i	0.4	11.6	18.0	2.4	0.9	i
49	CCOc1ccc(N2C(=O)CN=C2Nc2ccccc2Cl)cc1	11.7	-0.4	i	-3.7	-2.3	22.1	0.5	-6.7	i
50	CCN1CCN(c2ccc(NC(=O)CCc3c(C)nc4c(-c5ccccc5)c(C)nn4c3C)cc2)CC1	-19.8	5.7	i	-2.1	5.4	2.8	5.2	1.6	i
51	CCNc1nc(NC(C)(C)C)nc(SC(C(C)=O)C(C)=O)n1	10.8	-2.4	i	0.2	-0.9	-4.6	2.9	-2.5	i
52	NC(=O)COC(=O)c1cc(-c2ccco2)nc2ccccc12	5.9	-4.0	i	-2.6	-4.1	9.4	-0.2	5.8	i
53	O=C(CSCc1ccccc1)N1CCN(S(=O)(=O)c2ccc(F)cc2)CC1	-4.0	-1.1	i	0.7	6.4	13.3	7.4	-2.4	i
54	CCN(CC)S(=O)(=O)c1ccc2nc(CCl)[nH]c2c1	-17.1	-0.6	i	-2.1	0.7	-9.2	0.4	1.9	i
55	O=C(N/C(=C/c1cccnc1)C(=O)N1CCOCC1)c1ccccc1	-4.2	2.5	i	1.0	-7.6	7.1	-0.5	10.0	i
56	COc1ccc(/C=N/NC(=O)c2ccco2)cc1COc1ccc(F)cc1	1.1	5.0	i	0.6	3.2	11.9	9.5	2.7	i
57	COc1ccccc1N(CC(=O)NC(C)(C)C)C(=O)CCC(=O)Nc1ccccn1	14.9	-1.3	i	1.2	-4.1	-3.6	-1.1	0.4	i
58	CCOC(=O)/C(=C/Nc1ccccc1)[N+](=O)[O-]	-10.2	1.6	i	-0.9	-1.7	-8.0	-3.3	-0.6	i
59	O=C(CSc1nc2cc(Cl)ccc2o1)NCCc1ccccc1	-1.0	1.1	i	0.1	17.7	-0.2	-4.0	-6.1	i
60	COc1cc(OC)cc(-c2nnc(SCc3cccc(C(=O)O)c3)o2)c1	-108.8	-1.5	i	-0.8	-5.6	12.0	1.2	-6.1	i

Compound activity as filed in PubChem BioAssay.
